Source: PubChem BioAssay (several laboratories)
Lipid droplet: hepatic lipid droplet formation modulation; inhibition, % at 6.5 µM; AID 1656; AML12 mouse hepatocytes, oleate lipid droplets, BODIPY imaging; hit rate 0.4% among 240,000;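 active means lipid droplet intensity inhibited by at least 50%, with more than 500 cells counted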
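Assay system: AML12 mouse liver cells | Compound dosing: One dose, 6.5 µM compound | Read-out basis: Droplet intensity reduction, % inhibition | Measured by: Fluorescence imaging, 20x objective, two fields per well | Schedule: Overnight treatment with compound plus oleate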
LYP inhibition: PTPN22 lymphoid phosphatase activity blockers – biochemical, fluorescence intensity, uHTS (AID 1779); hit rate 0.054% among 290,000; recombinant LYP phosphatase, fluorescence intensity; higher % means a stronger effect; inhibition, % at 11.5 µM, or IC50 in µM where a hit was titrated;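 further: plate controls were vehicle with enzyme for no effect and no enzyme for full effect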
XIAP displacement: small molecules displacing peptide from XIAP – biochemical, IAP family, fluorescence polarization (AID 1018); XIAP BIR domain, fluorescence polarization peptide displacement; higher % means a stronger effect; one-dose displacement, % at 20 µM; IC50 in µM for titrated hits; hit rate 0.007% among 200,000; in the data active means displacement above about 50%; further: a part of the inactive calls stands beside numbers as strong as those of hits
P. falciparum M17LAP: P. falciparum M17LAP inhibitors, primary screen, biochemical, fluorogenic H-Leu-NHMec substrate, 1536-well (AID 1619); recombinant M17LAP, H-Leu-NHMec fluorogenic kinetic assay; higher % means a stronger effect; inhibition, % at 30 µM; hits with a dose series show IC50 in µM; hit rate 0.38% among 220,000;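 active means compound inhibiting the enzyme by more than half at any dose during confirmatory dose-response retesting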;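 further: plate controls were full reaction with DMSO carrier for no effect and no enzyme background for full effect; strong numbers were not always called active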
SIAH1 antagonists: Siah-1 peptide-binding antagonists, primary screen, biochemical, fluorescence polarization, rhodamine-plectin, uHTS (AID 1817). Siah-1 / rhodamine-plectin peptide fluorescence polarization; higher % means a stronger effect. displacement, % at 20 µM, or IC50 in µM where a hit was titrated. hit rate 0.02% among 290,000;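 active means displacement of at least 50% at 20 µM, with a fluorescence ratio check between 0.3 and a set limit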;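 further: plate controls were Siah plus tracer with DMSO for no effect and tracer alone without Siah for full effect; strong numbers were not always called active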
AID2073: inhibitors of Mint1-CaV2.2 protein interaction, biochemical, HTRF (AID 2073); hit rate 0.19% among 290,000; inhibition, % at 20 µM, or IC50 in µM where a hit was titrated; HTRF protein-protein interaction, Mint1-CaV2.2; higher % means a stronger effect; in the data active means inhibition mostly above about 51%, no sharp cut-off; further: some results filed as inactive read as strong as hits
NOD2 inhibition: inhibition of NOD2-driven NF-kB reporter – cell-based, luminescence, uHTS, HEK293 (AID 1566). HEK293 NOD2/NF-kB luciferase reporter, luminescence; higher % means a stronger effect. inhibition, % at 4 µM, or EC50 in µM where a hit was titrated. hit rate 0.63% among 290,000; further: many of its hits are not listed in these tables
M1AAP inhibition: malaria alanyl aminopeptidase activity blockers – biochemical, fluorogenic H-Leu-NHMec substrate, 1536-well (AID 1445); hit rate 0.42% among 220,000; inhibition, % at 30 µM; hits with a dose series show IC50 in µM; recombinant M1AAP, H-Leu-NHMec fluorogenic kinetic assay; higher % means a stronger effect;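 active means primary inhibition above the hit cutoff, then over 50% inhibition at one or more dose response concentrations, cut at about 23% in these data, passing the limit was not always enough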;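 further: plate controls were DMSO full reaction for no effect and no enzyme background for full effect; strong numbers were not always called active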
ER stress rescue: rescue of cells from ER stress-induced death, primary screen, 384-well, CSM14.1, thapsigargin, ATP luminescence (AID 1222); cellular ATP content (survival), % at 20 µM, or EC50 in µM where a hit was titrated; CSM14.1 thapsigargin-induced death rescue, ATP luminescence; higher % means a stronger effect; 190,000 tested, under 10 active;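 active means EC50 below 50 µM in the dose-response confirmation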;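 further: death triggered by thapsigargin at about 15 µM added after 2 h compound pretreatment; cell ATP read after overnight thapsigargin exposure of roughly 18 to 22 hours; normalized against plate controls of thapsigargin alone and 5% DMSO vehicle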
Lipid droplet cells 6.5 µM: also measured in Lipid droplet; calls as there; cell count; measured here: cell count, cytotoxicity flag;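 cells counted across two imaged fields per well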
An asterisk follows results filed as active. Unless noted, no stated cut-off is given here; in the data, active means inhibition above about 50%; inactive means the rest.

Results for CC(=O)Nc1ccc(OCC(=O)NC(C)C(C)C)cc1 (stereo unspecified) ?
Lipid droplet: 13.3; LYP inhibition: -10.6%; XIAP displacement: -4.0%; P. falciparum M17LAP: -1.9%; SIAH1 antagonists: 1.8%; AID2073: 9.6%; NOD2 inhibition: 8.4%; M1AAP inhibition: 14.2%; ER stress rescue: -0.7%; Lipid droplet cells 6.5 µM: 810

How did Cc1ccc2nc(NC(=O)c3ccc(Br)o3)sc2c1 do in these assays?
Lipid droplet: -3.1; LYP inhibition: -9.8%; SIAH1 antagonists: 0.2%; AID2073: 15.6%; NOD2 inhibition: -123.3%; Lipid droplet cells 6.5 µM: 822

How did CCCc1nc2c(o1)CC(CC(C)SCC)CC2=O (stereo unspecified) do in these assays?
LYP inhibition: 0.4%; XIAP displacement: -3.7%; P. falciparum M17LAP: -5.0%; SIAH1 antagonists: -5.0%; AID2073: -6.0%; NOD2 inhibition: 6.1%; M1AAP inhibition: 2.3%; ER stress rescue: 0.6%

How did O=C1NC(=S)N(C(=O)c2ccc(F)cc2)/C1=C/c1ccccc1 do in these assays?
Lipid droplet: -11.7; LYP inhibition: 7.2%; XIAP displacement: -1.2%; P. falciparum M17LAP: 24.6%; SIAH1 antagonists: -3.1%; AID2073: 0.4%; NOD2 inhibition: -0.5%; M1AAP inhibition: -0.4%; ER stress rescue: -0.3%; Lipid droplet cells 6.5 µM: 375

What do the screens show for `O=C(Nc1ccc2oc(=O)ccc2c1)c1ccc(-c2ccccc2[N+](=O)[O-])o1`?
Lipid droplet: 20.4; LYP inhibition: -6.8%; P. falciparum M17LAP: 2.2%; SIAH1 antagonists: -1.7%; AID2073: -19.4%; NOD2 inhibition: 7.7%; M1AAP inhibition: 2.5%; Lipid droplet cells 6.5 µM: 730

How did CC(=O)Nc1ccc(S(=O)(=O)NNC(=O)COc2ccc(C(C)(C)C)cc2)cc1 do in these assays?
Lipid droplet: 0.4; LYP inhibition: -2.6%; XIAP displacement: -10.0%; P. falciparum M17LAP: 7.8%; SIAH1 antagonists: 3.5%; AID2073: -9.9%; NOD2 inhibition: 0.0%; M1AAP inhibition: 4.2%; ER stress rescue: -2.0%; Lipid droplet cells 6.5 µM: 729

Results for CCCn1nc2ccccc2c1P(=N)(N1CCOCC1)N1CCOCC1 ?
LYP inhibition: -8.3%; XIAP displacement: -6.1%; P. falciparum M17LAP: 8.9%; SIAH1 antagonists: -1.9%; AID2073: -6.8%; NOD2 inhibition: -241.7%; M1AAP inhibition: 3.8%; ER stress rescue: -0.9%

What do the screens show for `CC(=O)c1ccc(S(=O)(=O)N2CCC3(CC2)OCCO3)cc1`?
Lipid droplet: 14.3; LYP inhibition: -7.3%; SIAH1 antagonists: -6.6%; AID2073: -4.1%; NOD2 inhibition: 12.2%; Lipid droplet cells 6.5 µM: 706

How did COc1ccc(Cc2nc3ccc(S(N)(=O)=O)cc3[nH]2)cc1OC do in these assays?
Lipid droplet: -0.6; LYP inhibition: 2.2%; XIAP displacement: -8.4%; P. falciparum M17LAP: -2.6%; SIAH1 antagonists: -7.5%; AID2073: 3.9%; NOD2 inhibition: 14.7%; M1AAP inhibition: -1.5%; ER stress rescue: -1.0%; Lipid droplet cells 6.5 µM: 686

Results for CCc1cccc(CC)c1NC(=O)COC(=O)CCc1cc(OC)c(OC)c(OC)c1 ?
Lipid droplet: -26.8; LYP inhibition: -5.2%; XIAP displacement: -12.9%; P. falciparum M17LAP: -0.7%; SIAH1 antagonists: -2.2%; AID2073: 10.5%; NOD2 inhibition: 19.2%; M1AAP inhibition: -9.1%; ER stress rescue: -1.4%; Lipid droplet cells 6.5 µM: 530

Results for Cc1cc(C)c(NC(=S)N(CCN(C)C)C(C)c2cccnc2)c(C)c1 (stereo unspecified) ?
Lipid droplet: -10.2; LYP inhibition: -10.2%; XIAP displacement: -1.6%; P. falciparum M17LAP: -0.3%; SIAH1 antagonists: 0.3%; AID2073: 6.4%; NOD2 inhibition: 11.1%; M1AAP inhibition: 2.3%; ER stress rescue: 2.0%; Lipid droplet cells 6.5 µM: 771

What do the screens show for `CCOc1ccc2[nH]c3c(NCCCOC)ncnc3c2c1`?
LYP inhibition: -10.9%; SIAH1 antagonists: -2.8%; AID2073: 21.7%; NOD2 inhibition: -30.0%

How did COc1cccc(N/C(C)=C/C(=O)c2ccc(Br)cc2)c1 do in these assays?
Lipid droplet: 7.4; LYP inhibition: -0.1%; XIAP displacement: -5.5%; P. falciparum M17LAP: -4.3%; SIAH1 antagonists: 4.4%; AID2073: 2.4%; NOD2 inhibition: -43.8%; M1AAP inhibition: 4.2%; ER stress rescue: -1.9%; Lipid droplet cells 6.5 µM: 758

What do the screens show for `COc1cc(C(=O)NCC2CCCO2)cc(OC)c1OC` (stereo unspecified)?
Lipid droplet: 14.8; LYP inhibition: 0.6%; XIAP displacement: 1.7%; P. falciparum M17LAP: -6.2%; SIAH1 antagonists: 17.2%; AID2073: 2.3%; NOD2 inhibition: 13.7%; M1AAP inhibition: -4.9%; ER stress rescue: -0.5%; Lipid droplet cells 6.5 µM: 695

How did O=C(/C=C/c1ccc2c(c1)OCO2)NCCSCc1ccc(Cl)cc1Cl do in these assays?
LYP inhibition: -4.3%; XIAP displacement: -2.1%; P. falciparum M17LAP: 5.3%; SIAH1 antagonists: 3.6%; AID2073: -5.0%; NOD2 inhibition: -58.8%; M1AAP inhibition: 5.6%; ER stress rescue: 2.9%

Results for CCOc1ccc(C(=O)NCCN2CCCCC2)c(OCC)c1 ?
Lipid droplet: -0.1; LYP inhibition: -9.2%; SIAH1 antagonists: 12.2%; AID2073: 14.2%; NOD2 inhibition: -5.2%; Lipid droplet cells 6.5 µM: 810

Results for O=S(=O)(c1cccc(-c2nnco2)c1)N1CCCC1 ?
Lipid droplet: 6.3; LYP inhibition: -4.3%; XIAP displacement: -4.1%; P. falciparum M17LAP: 6.6%; SIAH1 antagonists: 1.2%; AID2073: 5.8%; NOD2 inhibition: 17.3%; M1AAP inhibition: -1.3%; ER stress rescue: -1.9%; Lipid droplet cells 6.5 µM: 573

Results for COc1ccc(C(=O)N/N=C(/C)c2cccc(NC(=O)C(F)(F)F)c2)cc1 ?
Lipid droplet: 5.3; LYP inhibition: 0.4%; XIAP displacement: -1.5%; P. falciparum M17LAP: 17.4%; SIAH1 antagonists: 7.8%; AID2073: -3.5%; NOD2 inhibition: -26.9%; M1AAP inhibition: 0.6%; ER stress rescue: -0.6%; Lipid droplet cells 6.5 µM: 731

How did CCN1CCN(C(c2cccs2)C(C)NC(=O)c2cccnc2)CC1 (stereo unspecified) do in these assays?
LYP inhibition: -4.8%; XIAP displacement: -4.3%; P. falciparum M17LAP: -3.1%; SIAH1 antagonists: 2.9%; AID2073: -9.0%; NOD2 inhibition: 13.0%; M1AAP inhibition: 4.0%; ER stress rescue: -1.6%

How did CC(C)NC(=O)C1=NN(c2ccccc2)C(=O)CC1 do in these assays?
Lipid droplet: 2.6; LYP inhibition: -2.3%; SIAH1 antagonists: -0.2%; AID2073: 1.5%; NOD2 inhibition: 1.0%; Lipid droplet cells 6.5 µM: 857

What do the screens show for `CCOc1ccccc1C(=O)NC1CCNCC1`?
Lipid droplet: -0.8; LYP inhibition: -6.6%; SIAH1 antagonists: -5.2%; AID2073: -5.9%; NOD2 inhibition: 8.0%; Lipid droplet cells 6.5 µM: 810

How did CCc1nnc(NC(=O)CSc2nnc3nc(C)cc(C)n23)s1 do in these assays?
Lipid droplet: -7.8; LYP inhibition: 2.1%; SIAH1 antagonists: -5.1%; AID2073: 19.6%; NOD2 inhibition: -10.1%; Lipid droplet cells 6.5 µM: 782

Results for Cc1ccc(S(=O)(=O)CC(=O)N2CCCC2)cc1 ?
Lipid droplet: 2.1; LYP inhibition: -9.8%; XIAP displacement: 0.6%; P. falciparum M17LAP: -3.3%; SIAH1 antagonists: 6.2%; AID2073: 9.1%; NOD2 inhibition: -16.9%; M1AAP inhibition: 4.9%; ER stress rescue: -1.2%; Lipid droplet cells 6.5 µM: 765

What do the screens show for `Cc1ccc(C(=O)N/C(=C/c2ccco2)C(=O)OCN2C(=O)c3ccccc3C2=O)cc1`?
Lipid droplet: 8.1; LYP inhibition: 8.2%; XIAP displacement: -4.6%; P. falciparum M17LAP: 36.3%; SIAH1 antagonists: 23.2%; AID2073: 23.4%; NOD2 inhibition: 3.8%; M1AAP inhibition: 13.1%; ER stress rescue: -1.0%; Lipid droplet cells 6.5 µM: 591

What do the screens show for `Cc1nc2ccc(C(=O)N/N=C/c3ccc(O)cc3)cc2[nH]1`?
Lipid droplet: -1.2; LYP inhibition: -6.2%; SIAH1 antagonists: -11.7%; AID2073: 1.8%; NOD2 inhibition: 15.1%; Lipid droplet cells 6.5 µM: 814

Results for Cc1noc(NS(=O)(=O)c2ccc(NC(=O)CSc3ncccn3)cc2)c1C ?
Lipid droplet: -1.5; LYP inhibition: -3.9%; XIAP displacement: -4.2%; P. falciparum M17LAP: -8.9%; SIAH1 antagonists: -0.2%; AID2073: -6.4%; NOD2 inhibition: 13.0%; M1AAP inhibition: 1.8%; Lipid droplet cells 6.5 µM: 724

Results for COc1ccc(NC(=O)C2CC(c3ccccc3Cl)=NO2)cc1 (stereo unspecified) ?
Lipid droplet: 0.2; LYP inhibition: -9.0%; SIAH1 antagonists: -4.2%; AID2073: -4.2%; NOD2 inhibition: -7.0%; Lipid droplet cells 6.5 µM: 848

Results for O=S1(=O)CCN2C(=N1)Sc1c2ccc2c1CCCC2 ?
LYP inhibition: -6.6%; XIAP displacement: -9.4%; P. falciparum M17LAP: 8.8%; SIAH1 antagonists: 0.6%; AID2073: -4.6%; NOD2 inhibition: -16.2%; M1AAP inhibition: 5.0%; ER stress rescue: 0.6%

Results for COc1cc(OC)c2c(C)cc(=O)oc2c1C(CCN1CCOCC1)c1ccc2c(c1)OCO2 (stereo unspecified) ?
Lipid droplet: -2.4; LYP inhibition: -1.0%; P. falciparum M17LAP: -2.9%; SIAH1 antagonists: -0.2%; AID2073: -1.8%; NOD2 inhibition: 13.6%; M1AAP inhibition: 5.8%; Lipid droplet cells 6.5 µM: 722

Results for COc1ccccc1C(=O)Nc1ccc(-c2nnn(CC(=O)N3CCN(C(=O)c4ccco4)CC3)n2)cc1 ?
Lipid droplet: 2.2; LYP inhibition: -1.0%; XIAP displacement: -0.4%; P. falciparum M17LAP: -7.8%; SIAH1 antagonists: 0.0%; AID2073: 16.2%; NOD2 inhibition: -19.7%; M1AAP inhibition: -3.2%; ER stress rescue: 0.6%; Lipid droplet cells 6.5 µM: 645

Some of the compounds tested; rates above refer to the full screens.
